Sm TGR inh – blocks Schistosoma mansoni thioredoxin glutathione reductase. Potency, µM (doses to about 114 µM), for the others: top-dose activity change, negative = inhibition, most hits filed as inhibitors. Q962Y6. 360,000 tested, 3% active. AID 485364. purified TGR, DTNB reduction, TNB absorbance 405 nm; note: potency is the fitted concentration of half-maximal effect; nearly all actives have a fitted effect of over 60% in size
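First, TGR (20 nM dispensed) and NADPH were mixed with compound. Second, a 15 min room-temperature incubation followed. Third, further NADPH and then DTNB were added to start the reaction. Finally, TNB absorbance was monitored kinetically.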
HCMV inh – blocks human cytomegalovirus replication. HFF cells, HCMV-luciferase reporter, 72 h; hits give low values. activity change, negative = inhibition, % at 57.5 µM. 410,000 tested, 4.5% active. AID 1259415; in the data active = activity change below about -60%; inconclusive = no clear call, values can overlap the other calls; inactive = above about -39%
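Luciferase read-out from HCMV-luciferase-infected HFFs (MOI 1 PFU/cell) 72 h post infection at 37C; compounds added after 16 h cell attachment; activity normalized between buffer-only basal and Salinomycin (10uM) inhibitor controls.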
AmpC detergent – blocks E. coli AmpC beta-lactamase in detergent assay; AmpC hydrolysis of nitrocefin, absorbance 480 nm, 0.01% Triton; Potency, µM (doses to about 114 µM), without a hit: top-dose activity change, negative = inhibition, hits mostly inhibitors; AID 485294; 370,000 tested, 0.041% active; P00811;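 note: potency is the fitted concentration of half-maximal effect; 0% = no-compound wells and -100% = no-enzyme wells; nearly all actives have a fitted effect of over 25% in size; some results filed as inactive show a strong effect at the top dose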
Target sequence (P00811 whole entry, looked up): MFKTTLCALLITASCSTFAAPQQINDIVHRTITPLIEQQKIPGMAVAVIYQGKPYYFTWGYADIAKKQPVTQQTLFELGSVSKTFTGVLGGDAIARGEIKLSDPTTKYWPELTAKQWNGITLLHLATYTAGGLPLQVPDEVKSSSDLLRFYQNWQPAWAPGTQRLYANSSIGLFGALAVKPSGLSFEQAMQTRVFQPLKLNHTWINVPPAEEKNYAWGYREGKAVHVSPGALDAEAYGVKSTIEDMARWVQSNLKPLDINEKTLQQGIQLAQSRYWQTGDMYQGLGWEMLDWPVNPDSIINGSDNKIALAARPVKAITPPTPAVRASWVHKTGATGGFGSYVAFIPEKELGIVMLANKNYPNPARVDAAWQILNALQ
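AmpC (5.3 nM in the dispensed reagent) in 20 mM phosphate pH 7.0 with 0.01% (detergent screen) or 0.0001% Triton X-100 was preincubated with compounds for 15 min at room temperature. Nitrocefin was then added from an 800 uM solution, and hydrolysis was followed at 480 nm.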
AMA1 RON2 block – AMA1-RON2 (P. falciparum) interaction inhibition; AID 720542; 360,000 tested, 0.2% active; Potency, µM (doses to about 58.2 µM), for inactives: at the highest dose activity change, negative = inhibition, most hits filed as inhibitors; AlphaScreen AMA1-biotinylated RON2 peptide binding;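 note: potency is the fitted concentration of half-maximal effect; 0% = vehicle wells and -100% = peptide control; nearly all actives have a fitted effect of over 45% in size; some results filed as inactive show a strong effect at the top dose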
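AMA1 (3D7) with his tag at 25 nM final met compounds first, then biotinylated RON2 peptide at 25 nM; detection used donor plus acceptor beads, 10 µg/mL apiece, read by AlphaScreen after 30 min at room temperature.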
FBPA Giardia inh – blocks Giardia fructose-bisphosphate aldolase activity; Potency, µM (series often up to 59.6 µM), without a hit: top-dose activity, negative = inhibition, most hits filed as inhibitors; 290,000 tested, 0.71% active; purified Giardia FBPA; A8B2U2; note: potency is the fitted concentration of half-maximal effect; nearly all actives have a fitted effect of over 55% in size
Target sequence (A8B2U2 whole entry, looked up): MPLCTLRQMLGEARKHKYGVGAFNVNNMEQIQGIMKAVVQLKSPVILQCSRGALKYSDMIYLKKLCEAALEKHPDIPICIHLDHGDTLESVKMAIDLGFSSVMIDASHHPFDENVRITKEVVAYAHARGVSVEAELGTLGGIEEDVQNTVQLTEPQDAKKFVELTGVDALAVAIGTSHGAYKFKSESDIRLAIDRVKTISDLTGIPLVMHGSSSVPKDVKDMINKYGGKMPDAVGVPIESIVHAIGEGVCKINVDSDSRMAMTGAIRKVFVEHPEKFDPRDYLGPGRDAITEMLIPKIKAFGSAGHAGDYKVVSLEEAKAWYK
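Giardia FBPA (40 nM reagent) was preincubated 10 min at RT with compound (up to 57.5 uM final), then substrate plus GAPDH/TPI/NAD/arsenate coupling system with diaphorase/resazurin was added; resorufin fluorescence (525/598 nm) was read after 20 min.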
AmpC inh no detg – AmpC beta-lactamase inhibition without detergent. P00811. AmpC nitrocefin hydrolysis, absorbance 480 nm, 0.0001% Triton. Potency, µM (top dose mostly 57.1 µM), without a hit: top-dose activity change, negative = inhibition, usual class: inhibitors. 330,000 tested, 0.52% active;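 note: potency is the fitted concentration of half-maximal effect; plate controls were no compound for no effect and no enzyme for full effect; nearly all actives have a fitted effect of over 20% in size; some results filed as inactive show a strong effect at the top dose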
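AmpC (5.3 nM in the dispensed reagent) in 20 mM phosphate pH 7.0 with 0.01% (detergent screen) or 0.0001% Triton X-100 was preincubated with compounds for 15 min at room temperature. Nitrocefin was then added from an 800 uM solution, and hydrolysis was followed at 480 nm.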
* marks the source's active call; other numbers are inactive results; ? = inconclusive; . = no result given; & = joins results of further samples; [ ] = another dose, or the depositor's remark. Unless noted, calls come from the whole dose curve; as a rule, active = well fitted curve in the direction sought with a large enough effect; inconclusive = small, poorly fitted or top-dose-only effect, or another doubt; inactive = no such curve, though single readings can be large; an effect the other way counts as inactive or inconclusive. Unless noted, % is set by controls: 0 for no effect and ±100 for the full control effect.

Compound,Sm TGR inh,HCMV inh,AmpC detergent,AMA1 RON2 block,FBPA Giardia inh,AmpC inh no detg
S=C(Nc1ccc2snnc2c1)N1CCN(c2ccccn2)CC1,-1%,57,?,-13%,-7%,-28%
Oc1ccccc1-c1n[nH]c(=S)n1Cc1ccco1,-22%,10,2%,22%,-24%,-35%
CCC1CCCCN1C(=O)COc1ccc(N(C)S(=O)(=O)c2ccc(C)cc2)cc1 (stereo unspecified),-5%,-27,2%,72%[activator],16%,84%[activator]
Cc1oc(CN2CCOCC2)cc1C(=O)O,1%,-34,-16%,2%,1%,-15%
CCOc1ccc(N2C(=O)CC(N3CCN(c4ccc(Cl)cc4)CC3)C2=O)cc1 (stereo unspecified),3.2µM*,5,-2%,-4%,3%,-7%
CCOC(=O)c1cc(-c2ccccc2)sc1NC(=O)C(C)OC(=O)c1cccnc1OCC (stereo unspecified),1%,-39,-13%,1%,1%,-18%
CCc1ccc(OCC(=O)NN2Cc3ccccc3C2=N)cc1,1%,17,1%,0%,-3%,-35%
COc1ccc(CN2CCN(Cc3ccc4ccccc4c3)CC2)cc1OC,4%,-65*,1%,?,?,100%[activator]

Only AMA1 RON2 block, for some of the entries so far:
SMILES | AMA1 RON2 block
CCOc1ccc(N2C(=O)CC(N3CCN(c4ccc(Cl)cc4)CC3)C2=O)cc1 (stereo unspecified) | -4%
COc1ccc(CN2CCN(Cc3ccc4ccccc4c3)CC2)cc1OC | ?

Other records:
Compound,Sm TGR inh,HCMV inh,AmpC detergent,AMA1 RON2 block,FBPA Giardia inh,AmpC inh no detg
CCOc1ccccc1-n1c(=S)sc2c(=O)n(-c3ccc(C)cc3)c(=S)[nH]c21,3%,12,-2%,0%,?,-25%
CN(Cc1ccon1)C(=O)CC1C(=O)NCCN1CC(C)(C)C (stereo unspecified),.,-38,1%,-6%,?,-3%
CCn1c2ccccc2c2cc(Nc3cc(C)nc4ncnn34)ccc21,-5%,-20,-10%,63%[activator],-3%,146%[activator]
CCOc1ccc(NC(=O)NC(C)c2ccc3c(c2)OCO3)cc1 (stereo unspecified),-13%,.,-3%,0%,2%,-15%
COc1ccc(NC(=O)CC2C(=O)N(c3ccc(F)cc3)C(=S)N2NC(=O)c2ccc(Cl)cc2)cc1 (stereo unspecified),-3%,-34,-6%,-12%,-11%,-34%
CC1CCN(CC(O)COc2ccc(C(=O)c3ccccc3)cc2)CC1 (stereo unspecified),-24%,1,?,-1%,-3%,-19%
Cc1ccc(OCCNC(=O)Cc2ccc(F)cc2)cc1,-11%,9,-9%,-6%,2%,-3%[2.29 µM]
CCC(=O)Nc1cccc(Br)c1,1%,-13,-6%,0%,-16%,-1%
CCCN1CCN(CC(=O)Nc2nnc(C)s2)CC1,1%,38,1%,16%,7.9µM*,3%
COCCCNc1c2c(nc3nnnn13)CCCC2,-1%,45,4%,-2%,5%,-8%
Cc1cc(Oc2nc3c(C)cccn3c(=O)c2/C=C(\C#N)S(=O)(=O)c2ccc(Cl)cc2)ccc1Cl,-3%,105,-10%,7%,0%,52%
CN1CCN(S(=O)(=O)c2ccc3c(c2)OCCO3)CC1,-1%,36,-1%,18%,2%,-9%
COc1cc(-c2nnc(CSc3nnc(N)s3)o2)cc(OC)c1OC,-4%,76,-8%,-5%,3%,-33%
N/C(=N\OC(=O)c1ccc2c(c1)OCO2)c1ccc(Cl)cc1,11%,44,1%,2%,-5%,-9%
CC1Cc2ccccc2N1C(=O)COC(=O)c1ccc(N(C)C)cc1 (stereo unspecified),-2%,-3,-6%,-19%,.,-8%
COC(=O)C1=C(C)N(CCC2=CCCCC2)C(=O)C1,32µM*,-10,1%,-3%,?,-4%

Quoted from the listing:
N/C(=N\OC(=O)c1ccc2c(c1)OCO2)c1ccc(Cl)cc1 | Sm TGR inh: 11%
S=C(Nc1ccc2snnc2c1)N1CCN(c2ccccn2)CC1 | AMA1 RON2 block: -13%
COc1cc(-c2nnc(CSc3nnc(N)s3)o2)cc(OC)c1OC | FBPA Giardia inh: 3%
Oc1ccccc1-c1n[nH]c(=S)n1Cc1ccco1 | FBPA Giardia inh: -24%
COc1ccc(CN2CCN(Cc3ccc4ccccc4c3)CC2)cc1OC | AmpC detergent: 1%

Additional structures
Compound,Sm TGR inh,HCMV inh,AmpC detergent,AMA1 RON2 block,FBPA Giardia inh,AmpC inh no detg
O=C(Nc1cccc2ccccc12)c1onc2c1CCCC2,-15%,.,0%,-1%,12%,-25%
COc1cc(/C=C2\SC(=O)N(c3cccc(Cl)c3)C2=O)cc([N+](=O)[O-])c1O,-14%,-36,-2%,-29%,?,-13%
CC1CN(C(c2cccs2)c2sc3ncnn3c2O)CC(C)O1 (stereo unspecified),4%,22,-5%,1%,-25%,-14%
CCOC(=O)N1CCN(C(=O)CSc2nc(=O)n3cc(C)ccc3n2)CC1,0%,-8,?,11%,.,-11%
CS(=O)(=O)N(CC(=O)NCc1ccc2c(c1)OCO2)C1CCCCC1,.,-27,1%,-6%,0%,-8%
Cc1cc(Nc2ccc(Br)c(C)c2)n2nc(-c3ccco3)nc2n1,-13%,-38,11%,.,.,.
O=C(COc1ccc2oc(-c3ccccc3)cc(=O)c2c1)NCc1ccco1,-27%,.,-9%,-9%,4%,-23%
COc1cc(NC(=O)c2c3c(nc4ccccc24)C(=O)N(C2CCCCC2)C3)cc(OC)c1,1%,48,19%,.,.,.
OCCC1CN(Cc2cccn2-c2cccnc2)CCN1Cc1ccc(F)cc1 (stereo unspecified),?,-16,6%,-12%,0%,38%
O=C(CNC(=S)N(CCCN1CCOCC1)Cc1cccs1)NCc1ccccc1Cl,4%,0,1%,0%,.,126%[activator]
COc1cccc([C@@H]2Oc3ccc(OC)cc3C(=O)[C@H]2O)c1,2%,.,?,21%,0%,-3%
Cc1ccc(/C=N/n2c(-c3ccccn3)n[nH]c2=S)o1,45µM*,28,7%,?,11µM*,-11%
CN(C/C=C/c1ccccc1[N+](=O)[O-])Cc1ccccc1,-7%,-16,?,-3%,-28%,-6%
O=C(N/N=C/c1c(O)n(Cc2ccccc2)c(=O)c2ccccc12)c1cccnc1,0%,-2,-8%,47%[activator],-11%,-50%
O=C(Cn1c(-c2cccs2)cc2cc(F)ccc21)NCCCN1CCN(c2ccccc2F)CC1,0%,?,5%,.,.,.
COc1ccccc1C1Nc2ccccc2-n2c(-c3ccccc3)c3c(=O)n(C)c(=O)n(C)c3c21 (stereo unspecified),1%,-96*,23%,.,.,.
COCCn1c(SCC(=O)c2[nH]c(C)c(C(C)=O)c2C)nc2ccccc2c1=O,5%,8,?,4%,-2%,-7%
CC(C)N(N=Nc1ccc([N+](=O)[O-])cc1)C(C)C,-14%,-4,-3%,-20%,6%,-30%
CCN(C(=O)c1ccc(C)c(Br)c1)c1ccccc1,-3%,25,-11%,7%,-24%,6%
COc1cc2ccccc2cc1C(=O)O,-4%,16,-1%,-1%,-20%,-17%
CCOc1ccc(NC(=O)N2C[C@H]3C[C@@H](C2)c2cccc(=O)n2C3)cc1,-1%,16,?,-1%,5%,-22%
CC(C)Oc1ccc(NC(N)=O)cc1,3%[11.4 µM],-13,2%,6%,0%,-6%
Cc1cc(C(F)F)n2nc(C(=O)Nc3sc4c(c3C(N)=O)CCC4)nc2n1,-22%,-13,-14%,68%[activator],-11%,-10%
Cc1ccc(Nc2nnc(SC(C)C(=O)Nc3c(C)n(C)n(-c4ccccc4)c3=O)s2)cc1 (stereo unspecified),3%,-14,-21%,26%,-4%,1%
CC(=O)Nc1ccccc1C(=O)C(=O)O,5%,-1,-13%,-2%,-9%&-2%,-8%
COc1cc(S(=O)(=O)N2CCN(c3ccccn3)CC2)ccc1Br,-5%,19,?,-10%,18%,0%
CCc1ccccc1NC(=S)N(CCN1CCOCC1)C1CCN(C(C)=O)CC1,6%,16,0%,0%,1%,-3%
COc1ccc(CCN(C(=O)COc2ccccc2)c2nc(-c3ccccc3)cs2)cc1OC,11%,-7,-6%,-25%,8%,21%
CCCCN(CC)Cc1c(C)[nH]c2c(ccc3ccccc32)c1=O,-16%,57,4%,7%,0%,-4%
CC(C)CNS(=O)(=O)c1ccc(S(=O)(=O)N2CCC(N3CCCCC3)CC2)cc1,-9%,31,-6%,-13%,-7%,0%
Cn1c(=O)[nH]c2sc3c(c2c1=O)CC(C)(C)OC3,-15%,44,-3%,7%,3%,-11%
CCOC(=O)C1C(=O)C=C(/C=C/c2ccc(N(C)C)cc2)CC1c1ccccc1 (stereo unspecified),-18%,8,-2%,17%,2%,-11%
O=c1cc(-c2ccc3c(c2)OCO3)oc2ccccc12,12%,19,1%,8%,5%,-6%
COc1ccc(Nc2c3c(nc4ccc(NC(=O)c5cc(Cl)ccc5OC)cc24)CCCC3)cc1OC,16%,-108*,9%,.,.,.
Cc1cc(C)cc(C(=O)NCC(=O)N2CCC3(CC2)NCCc2[nH]cnc23)c1,-19%,-17,-2%,-6%,-21%,-11%
COc1cc2c(c3oc(-c4ccccc4)cc(=O)c13)C=CC(C)(C)O2,-10%,?,-7%,9%,2%,126%[activator]
CC(=O)c1cccc(NC(=S)NC(=O)c2ccccc2C)c1,-1%,5,?,24%,-1%,-12%
COc1cc(CN2CCC(CO)(CCOc3ccccc3)CC2)cc(OC)c1OC,9%,-30,10%,-4%,3%,49%
CSc1ncc(Cl)c(C(=O)Nc2nnc(SC)s2)n1,0%,-3,3%,-1%,-20%,-15%
COc1ccc(-c2csc(NC(=O)c3cccc(N4C(=O)CCC4=O)c3)n2)cc1OC,0%,5,1%,-13%,.,144%[activator]
CCN(CC)S(=O)(=O)c1ccc(NCCCn2ccnc2)c([N+](=O)[O-])c1,-2%,-62*,4%,-14%,-2%,17%
CC(Sc1nnc(COc2ccc(Cl)cc2)n1Cc1ccco1)C(=O)N1CCNC1=O (stereo unspecified),-22%,?,?,-18%,.,167%[activator]
C/C=C/Cn1c(Br)nc2c1c(=O)[nH]c(=O)n2C,-6%,35,?,2%,0%,-12%
CCOc1ccccc1-c1noc(CCCC(=O)Nc2cccc(C(F)(F)F)c2)n1,5%,1,19%,.,.,.
Cc1ccc(N2C(=O)Cc3ccccc3C2=O)cc1,32%,-14,6%,-1%,5%,-31%
CC(=O)Nc1ccc(S(=O)(=O)N2CCC(C(=O)NCCC(=O)NCc3ccncc3)CC2)cc1,0%,11,-5%,4%,.,-1%
CC(C)COC(=O)C1C2C=CC3(CN(C(C)c4ccc(Br)cc4)C(=O)C13)O2 (stereo unspecified),3%,8,?,-4%,7%,119%[activator]
CCOc1ccc(CCNC(=O)CN2C(=O)c3cccnc3Oc3ccc(Cl)cc32)cc1,-8%&0%,?,-5%&2%,5%,5%,106%[activator]

Screening data deposited in PubChem BioAssay by National Center for Advancing Translational Sciences (NCATS).
